Compound activity from PubChem BioAssay.
FBW7 activator: activators of human E3 ligase FBW7; Q969H0; AlphaScreen FBW7–phospho-cyclin E peptide binding, activator screen; normalized activity (activation), % at 26.1 µM; actives 0.13% (n = 650,000); AID 1259310; in the data active = normalized activity above about 1.9%;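 note: purified mutant Fbw7 with reduced substrate affinity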
Target sequence (Q969H0 whole entry, looked up): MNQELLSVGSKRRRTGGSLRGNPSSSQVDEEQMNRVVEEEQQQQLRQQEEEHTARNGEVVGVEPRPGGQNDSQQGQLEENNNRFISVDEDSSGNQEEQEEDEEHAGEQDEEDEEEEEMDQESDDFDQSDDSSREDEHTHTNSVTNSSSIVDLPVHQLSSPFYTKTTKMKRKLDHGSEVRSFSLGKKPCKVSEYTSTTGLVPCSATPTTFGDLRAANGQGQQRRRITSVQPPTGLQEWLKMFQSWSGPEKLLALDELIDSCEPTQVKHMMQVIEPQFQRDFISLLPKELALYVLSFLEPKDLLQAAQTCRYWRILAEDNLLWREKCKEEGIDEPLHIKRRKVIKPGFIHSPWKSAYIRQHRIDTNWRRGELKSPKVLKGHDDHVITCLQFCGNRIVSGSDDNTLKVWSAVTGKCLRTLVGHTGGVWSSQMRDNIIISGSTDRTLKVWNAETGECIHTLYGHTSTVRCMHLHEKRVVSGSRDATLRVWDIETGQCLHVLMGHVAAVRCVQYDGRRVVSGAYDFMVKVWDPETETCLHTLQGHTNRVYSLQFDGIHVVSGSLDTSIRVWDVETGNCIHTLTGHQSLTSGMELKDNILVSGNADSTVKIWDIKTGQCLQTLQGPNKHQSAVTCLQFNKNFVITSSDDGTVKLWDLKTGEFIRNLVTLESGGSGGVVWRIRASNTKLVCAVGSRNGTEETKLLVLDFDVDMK
MITF inh: human MITF inhibition, primary screen; O75030; AlphaScreen MITF homodimerization, bead proximity signal; inhibition, % at 2.6 µM; actives 0.91% (n = 650,000); in the data active = inhibition above about 50%;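 note: 0% = vehicle wells with protein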
GPR151 ag: human GPR151 activation; PathHunter beta-arrestin GPR151 cells, luminescence; activation, % at 11.2 µM; actives 1% (n = 650,000); in the data active = activation above about 4.9%;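 note: 0% = median of compound wells and 100% = cells with positive control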
TEAD-YAP block: TEAD-YAP interaction inhibition | inhibition, % at 9.12 µM | AID 1259422 | actives 1.4% (n = 640,000) | HEK-TIYL cells, TEAD-Gal4/YAP UAS-luciferase luminescence; in the data active = inhibition above about 32%;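 note: 0% = median of test compound wells and 100% = reference inhibitor wells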
Starred values were filed as active, the others as inactive. The order is random; overall some 3.5% were active at least once.

SMILES | FBW7 activator | MITF inh | GPR151 ag | TEAD-YAP block
O=C(O)CCn1c(SCC(=O)Nc2ccc(F)cc2)nc2ccsc2c1=O | -0.1 | 3 | 0.5 | -5
O=C(Cc1ccccc1)Nc1c(C(=O)N2CCCCC2)cnn1-c1ccccc1 | -0.1 | -2 | -1.1 | 1
Cc1cc(NC(=O)CCSCCc2ccccn2)ccc1Br | -0.2 | 4 | -0.7 | -1
Cc1c(Cl)cccc1NC(=S)N1CCN(c2ccccn2)CC1 | -0.1 | 7 | 0.3 | 3
CCOC(=O)C1=C(C)N=c2s/c(=C\c3ccc(OCc4ccc(Cl)cc4)c(OC)c3)c(=O)n2C1c1ccc(OC)cc1 (stereo not drawn) | -0.1 | 0 | -0.3 | -45
Clc1cccc(NCc2cn3cccnc3n2)c1 | 0.2 | 8 | 0.2 | -24
COc1cccc(/C(N)=N/OC(=O)Cc2ccccc2[N+](=O)[O-])c1 | 0.5 | 12 | -0.6 | -45
CCn1c(/C=C/c2ccc([N+](=O)[O-])o2)nc2ccc(I)cc2c1=O | -0.1 | 30 | 0.8 | 8
O=C(CCN1C(=O)C2C3C=CC(C3)C2C1=O)Nc1ccccc1Cl (stereo not drawn) | 0.1 | -9 | -1.3 | -1
COc1ccc(-c2n[nH]c(=S)n2-c2ccccc2)cc1 | -0.2 | 3 | 0.1 | 2
CC(Nc1nc2c(c(=O)[nH]c(=O)n2C)n1Cc1ccccc1)c1ccccc1 (stereo not drawn) | -0.1 | 0 | 0.1 | 1
NS(=O)(=O)c1ccc(CCNC(=O)C2CCCN(S(=O)(=O)c3cnc[nH]3)C2)cc1 (stereo not drawn) | -0.2 | -20 | -1.1 | -10
CN(CC(=O)NCc1ccccc1F)C(=O)c1ccco1 | -0.1 | 9 | -0.3 | 2
CC1CCCCC1NC(=O)CCc1nc2ccccc2c(=O)[nH]1 (stereo not drawn) | 0.3 | 0 | 0.2 | 2
Cc1cccnc1NC(=O)CCC(=O)OCC1CCCCC1 | 0.0 | 2 | 1.2 | 6
COc1ccccc1/C=N/NC(=O)CCC1C(=O)NN=C1C (stereo not drawn) | 0.4 | 19 | -1.0 | 9
COc1cc([N+](=O)[O-])ccc1-c1ccc(/C=N/n2nnnc2N)o1 | 0.0 | 18 | 0.0 | -7
CCCCNc1cc(C)nc2cc(-c3ccc(OC)c(OC)c3)nn12 | -0.1 | 12 | -1.9 | -5
CC(=O)N/C(=N\c1nc(C)cc(C)n1)Nc1ccccc1 | 0.3 | 16 | -1.5 | -6
O=[N+]([O-])c1ccc(N/N=C/c2ccc(O)cc2O)c([N+](=O)[O-])c1 | -0.1 | -9 | 1.2 | 4
O=C(CCC(=O)OCN1C(=O)c2ccccc2C1=O)Nc1ccc2ccccc2c1 | 0.0 | -16 | 0.1 | 3
Cc1c(Cl)cccc1NC(=O)c1cc([N+](=O)[O-])ccc1N1CCN(C)CC1 | 0.0 | 0 | 6.2* | 11
Cc1ccc(Nc2nnc(SCC(N)=O)s2)c(C)c1 | 0.3 | 6 | -0.8 | 1
CCOc1ccc(C(c2nnnn2Cc2ccc(F)cc2)N2CCN(C)CC2)cc1 (stereo not drawn) | -0.1 | 0 | 1.8 | -6
CCCc1c(-c2ccccc2)nc2sc3c(c2c1N)CCCCC3 | -0.2 | 7 | -0.7 | -17
Nc1nonc1-c1ccccc1 | 0.2 | 0 | 0.6 | 8
COc1ccc(N2CCN(C3CC(=O)N(c4cccc5ccccc45)C3=O)CC2)cc1 (stereo not drawn) | -0.2 | 3 | 0.1 | 2
CNC(=O)[C@@H]1C[C@@H](NC(C)C)CN1C1Cc2ccccc2C1 | 0.2 | 7 | -0.7 | -4
CCCCc1nnc(NC(=O)c2cc3ccccc3o2)s1 | 0.1 | 15 | 0.9 | -1
N#CC1=C(N)Oc2n[nH]c(-c3ccc(F)cc3)c2C1c1cccc(F)c1 (stereo not drawn) | 0.0 | 7 | 2.1 | -5
Cc1cc(/C=C2\NC(=O)N(Cc3ccc(Cl)cc3)C2=O)c(C)n1-c1ccccc1F | 0.1 | 15 | -0.9 | -2
O=C(/C=C/c1ccc(Br)o1)OCc1ccccc1 | 0.0 | -3 | 0.4 | -19
CC1(C)CSC(=NCc2ccccc2)N1C(=O)Cn1[nH]c(=O)c2ccccc2c1=O | 0.2 | 21 | -2.1 | -2
O=C(c1cnc2scc(-c3ccccc3Cl)n2c1=O)N1CCCC1 | 0.0 | -5 | 0.5 | 1
CN(C)c1ccc(C(=O)N2CCC3(CC2)OCc2cc(Br)ccc2O3)cc1 | 0.1 | 4 | -0.9 | -6
O=C(Nc1c2c(nn1-c1ccc(F)cc1)CS(=O)C2)c1ccc(Br)cc1 (stereo not drawn) | 0.0 | 1 | 0.5 | 6
O=C(NCc1ccco1)C1CCCN1C(=O)Nc1ccc(Br)cc1 (stereo not drawn) | -0.1 | 9 | 3.0 | 16
CC1(C)CC(=O)c2c(oc3c(Br)cc(NS(=O)(=O)c4ccc5ccccc5c4)cc23)C1 | -0.2 | -12 | 1.3 | -8
O=C1CC(c2ccccc2)Sc2nc(-c3ccc(F)cc3)nn21 (stereo not drawn) | 0.6 | 16 | -0.5 | 9
CCOc1ccc(C(=O)Nn2cnnc2)cc1 | 0.0 | 11 | 0.1 | -1
CC(C)(C)c1ccc(/C=N/Nc2nncn2N)cc1 | -0.7 | -2 | -0.9 | 3
CCC1CCCCN1S(=O)(=O)c1ccc(C(=O)Nc2sccc2C(N)=O)cc1 (stereo not drawn) | 0.2 | 16 | -1.2 | 0
CCc1ccc(OCC(=O)Nc2cc(S(=O)(=O)CC)ccc2O)cc1 | 0.5 | 2 | -0.6 | 2
N#CC1=C(N)OC2=C(C(=O)CCC2)C1c1ccc(OC(=O)N2CCOCC2)cc1 (stereo not drawn) | 0.0 | 5 | 0.3 | 11
CCCCN(CC)C(=O)Cn1ncc2c1-c1ccccc1OC2 | 0.0 | -2 | 0.0 | 11
CCC(=O)N(Cc1ccccc1)Cc1cc2cccc(C)c2n2nnnc12 | 0.0 | -7 | 0.7 | -11
CSc1nc2sccn2c(=O)c1C(=O)NC(C)(C)CO | 0.0 | 6 | -0.2 | -1
Cc1cccc(NC(=O)C2CCN(C(=O)c3ccc([N+](=O)[O-])cc3)CC2)c1C | -0.1 | 1 | -0.3 | 5
O=C(COc1ccc(Cl)cc1[N+](=O)[O-])N1CCOCC1 | -0.1 | -8 | -1.9 | 0
Cc1ccc(C)c(NC(=O)Cn2c(=O)n(-c3ccc(CC(=O)NC4CC4)cc3)c(=O)c3ccccc32)c1 | 0.1 | -11 | -0.5 | 0

The listing continues.
SMILES | FBW7 activator | MITF inh | GPR151 ag | TEAD-YAP block
COC(=O)c1ccc(-c2cnc3ccc(NCCCO)nn23)cc1 | 0.3 | 3 | 0.1 | 21
O=C(NC1CCCCCC1)C1CCC(=O)N1C(=O)OCc1ccccc1 (stereo not drawn) | -0.1 | 1 | 2.5 | -9
O=C(NNc1ccccc1)C(O)(c1ccccc1)c1cccs1 (stereo not drawn) | 0.0 | 2 | 1.2 | 12
CCC1(C)Cc2ccccc2-c2nc3n(c(=O)c21)CCS3 (stereo not drawn) | 0.8 | -3 | -0.3 | 2
CCOC(=O)c1c(NC(=O)CSc2nnc(CNC(=O)c3cccc(C)c3)n2C2CCCCC2)sc2c1CCCC2 | -0.1 | 3 | -0.8 | 1
CCOC(=O)c1ccc(NC(=O)CSc2nnnn2-c2ccc([N+](=O)[O-])cc2)cc1 | 0.0 | -5 | 0.3 | -2
COCCN(Cc1cc2ccc(C)cc2[nH]c1=O)S(=O)(=O)c1ccccc1 | 0.0 | -2 | -0.5 | 0
CC(=O)Nc1ccc(/C=C/c2ccc(NC(C)=O)cc2)cc1 | 0.0 | -7 | -2.0 | -20
COc1cccc(C(=O)N2CCN(S(=O)(=O)c3ccc4ccccc4c3)CC2)c1 | 0.6 | -3 | 1.5 | 4
Cc1c(C#N)c(O)n(C)c(=O)c1N=Nc1ccccc1C(=O)O | -0.2 | 5 | -5.4 | 0
COc1ccc(C(=O)N2CCNC(=O)C2)cc1S(=O)(=O)NCc1ccc(Cl)cc1 | 0.5 | 20 | -1.2 | -6
Cc1noc(C)c1-c1nc2ncnc(NCCCN3CCCC3=O)c2[nH]1 | -0.2 | 4 | 0.5 | -1
COc1ccccc1-c1nnc(C2CCN(S(=O)(=O)c3ccc(Cl)s3)CC2)o1 | 0.0 | -2 | -1.5 | 3
CC(C)Oc1cccc(C(=O)NC(=S)Nc2cccnc2)c1 | -0.2 | -14 | 0.9 | -31
O=C(NCc1ccc(F)cc1)c1ccc2c(c1)ncn2-c1ccc(OCc2ccccc2)cc1 | -0.1 | 6 | -1.4 | -14
CCCNC(=O)Cn1cnc2sc(C(=O)N3CCCC3)c(C)c2c1=O | 0.5 | 1 | -0.8 | -7
O=C(CSc1ccccn1)NCc1ccccc1 | -0.1 | -12 | -1.1 | -30
Cc1csc(NC(=O)CN2CCC(c3ccccc3F)CC2)n1 | -0.1 | 16 | 4.2 | 6
CCCC(=O)c1ccc(Oc2nc3c(c(=O)n(C)c(=O)n3C)n2C)cc1 | -0.1 | 13 | -0.1 | 8
CCOC(=O)CCN(Cc1ccccc1)S(=O)(=O)c1ccc(C(C)(C)C)cc1 | 0.5 | 0 | -0.2 | -3

4 records picked at random from the list so far, as already listed:
SMILES | FBW7 activator | MITF inh | GPR151 ag | TEAD-YAP block
O=C(CSc1ccccn1)NCc1ccccc1 | -0.1 | -12 | -1.1 | -30
Cc1csc(NC(=O)CN2CCC(c3ccccc3F)CC2)n1 | -0.1 | 16 | 4.2 | 6
CCCC(=O)c1ccc(Oc2nc3c(c(=O)n(C)c(=O)n3C)n2C)cc1 | -0.1 | 13 | -0.1 | 8
Cc1noc(C)c1-c1nc2ncnc(NCCCN3CCCC3=O)c2[nH]1 | -0.2 | 4 | 0.5 | -1

Additional entries follow:
SMILES | FBW7 activator | MITF inh | GPR151 ag | TEAD-YAP block
CC(=O)C1C(=O)c2cc([N+](=O)[O-])ccc2C1=Nc1ccc(C)cc1 (stereo not drawn) | 0.1 | 17 | -0.2 | -7
CC(C)C1N=C(c2ccc3c(c2)OCO3)CC(c2ccccc2O)N1 (stereo not drawn) | 0.4 | 1 | -3.2 | -34
CCC(C)c1ccccc1OCC(=O)Nc1cc(C(=O)O)cc(C(=O)O)c1 (stereo not drawn) | -0.1 | 4 | -0.5 | 0
COc1cc(-c2nc(Nc3cccc(Cl)c3C)c3ccccc3n2)cc(OC)c1OC | 0.1 | -5 | 1.7 | 3
CCC(=O)Nc1ccc(-c2nn3c(C)nnc3s2)cc1 | 1.2 | 12 | 0.0 | -4
O=C(CCNc1c(N2CCCC2)c(=O)c1=O)Nc1ccc(Cl)cc1 | 0.0 | 7 | -1.2 | 10
CN(Cc1cccs1)C(=O)CSc1nc(N)cc(N)n1 | 0.5 | 6 | -1.3 | 7
CC(=O)Nc1ccc(OCCOc2ccc(NC(C)=O)cc2)cc1 | 0.0 | -3 | 0.2 | 6
CCN(CC)C(=O)CSc1nnc(-c2ccco2)n1CCOC | 0.0 | -2 | 2.3 | -1
COc1cccc(N(CC(=O)NCCSCc2ccc(Cl)cc2)S(C)(=O)=O)c1 | -0.1 | -8 | -0.4 | 4

Exported tab-delimited: 6 of the compounds above
SMILES	FBW7 activator	MITF inh	GPR151 ag	TEAD-YAP block
CCC(C)c1ccccc1OCC(=O)Nc1cc(C(=O)O)cc(C(=O)O)c1 (stereo not drawn)	-0.1	4	-0.5	0
COc1cc(-c2nc(Nc3cccc(Cl)c3C)c3ccccc3n2)cc(OC)c1OC	0.1	-5	1.7	3
CCC(=O)Nc1ccc(-c2nn3c(C)nnc3s2)cc1	1.2	12	0.0	-4
O=C(CCNc1c(N2CCCC2)c(=O)c1=O)Nc1ccc(Cl)cc1	0.0	7	-1.2	10
CN(Cc1cccs1)C(=O)CSc1nc(N)cc(N)n1	0.5	6	-1.3	7
CC(=O)Nc1ccc(OCCOc2ccc(NC(C)=O)cc2)cc1	0.0	-3	0.2	6

(more compounds)
SMILES | FBW7 activator | MITF inh | GPR151 ag | TEAD-YAP block
CCOC(=O)C1=CN(C)C=C(C(=O)OCC)C1c1cccc(OC)c1OC | 0.1 | -10 | 0.1 | -7
CNC(=O)NC(=O)CSc1nnc(-c2cccnc2)n1C1CCCCC1C (stereo not drawn) | -0.1 | 4 | 2.1 | 10
CCNC(=S)N/N=C(\C)c1ccc2c(c1)OCCO2 | 0.3 | 2 | 1.5 | -14
O=C1/C(=C\c2ccccc2Cl)SC(=S)N1CN1CCOCC1 | -0.1 | 6 | 1.3 | -18
O=C(Nc1ccc(Cl)c(Cl)c1)c1ccc(F)c(S(=O)(=O)N2CCN(c3ccc(F)cc3)CC2)c1 | 0.1 | -2 | 1.8 | -3
C=C(C)CNC(=O)c1ccc(OC)c(OC2CCN(C(C)=O)CC2)c1 | -0.1 | -6 | 1.1 | -2
C/C(=N\NC(=O)Cc1cccn1C)c1ccccc1O | -0.1 | 9 | -0.4 | -1
O=C(Nn1c(=S)[nH]c2ccccc2c1=O)c1ccc(Br)cc1 | 0.0 | 8 | -0.6 | -4
O=S1(=O)N=C(Nc2ccccc2Br)c2ccccc21 | 0.2 | 18 | 1.8 | -7
Cn1cnnc1SCc1ccc2nsnc2c1 | 0.1 | 13 | 0.0 | -5
O=C(c1ccccc1Br)N1CCN(c2cc(N3CCCCC3)c(F)cc2[N+](=O)[O-])CC1 | -0.2 | -1 | 2.0 | 18
O=C(CN1CCC(c2nc3ccccc3[nH]2)CC1)NC1CCCC1 | -0.1 | 1 | -2.5 | -5
